# Source: PubChem (ICCB-Longwood Screening Facility, Harvard Medical School)
# Polio RdRp inh: poliovirus RdRp elongation inhibitors, primary screen, biochemical, fluorescence polarization, total intensity; poliovirus polymerase elongation; hits give low values; actives 0.66% (n = 150,000); Genome polyprotein (Poliovirus type 1 (strain Mahoney)), P03300; AID 588519, 2011; % elongation, % (compound at 16.7 µg/mL); in the data active = % elongation below about 90%; also: some results filed as inactive read as strong as hits
# Target sequence (P03300 1749-2209 limits assumed): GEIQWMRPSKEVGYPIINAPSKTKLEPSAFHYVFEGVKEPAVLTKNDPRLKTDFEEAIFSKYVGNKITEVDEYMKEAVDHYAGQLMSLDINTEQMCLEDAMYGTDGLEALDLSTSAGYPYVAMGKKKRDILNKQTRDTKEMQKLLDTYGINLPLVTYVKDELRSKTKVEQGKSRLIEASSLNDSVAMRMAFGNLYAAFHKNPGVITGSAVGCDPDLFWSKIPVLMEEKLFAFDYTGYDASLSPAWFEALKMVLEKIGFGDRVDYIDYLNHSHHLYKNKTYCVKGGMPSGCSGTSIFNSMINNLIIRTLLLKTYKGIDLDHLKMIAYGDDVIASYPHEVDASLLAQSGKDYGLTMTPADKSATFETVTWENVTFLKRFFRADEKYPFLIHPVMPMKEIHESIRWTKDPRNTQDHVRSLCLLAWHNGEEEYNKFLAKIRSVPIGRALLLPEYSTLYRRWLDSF
# Polio RdRp inh FP z-score: further read-out of Polio RdRp inh, marked with its call; z-score; measured here: FP z-score; hits read low
# Numbers without * were called inactive; & = joins results of further samples.
# Start of the data: the first 5 entries, to show the layout:
SMILES,Polio RdRp inh,Polio RdRp inh FP z-score
CCN(CC)P1(=S)c2c(C)nn(CCC#N)c2N=C(c2ccc(F)cc2)N1C (stereo not given),102,-0.1
CC(C)C(NS(=O)(=O)c1cccc2nsnc12)C(=O)NCc1ccco1 (stereo not given),104,0.9
O=C(NCC(c1ccco1)N1CCCCC1)c1ccc2c(=O)n3c(nc2c1)CCCCC3 (stereo not given),103,0.2
Cc1cc2[nH]c(=O)c(=O)[nH]c2cc1S(=O)(=O)N1CCN(c2cccc(C)c2C)CC1,99,-1.7
COc1ccc(-c2cc(C(N)=O)c3ccccc3n2)cc1,102,0.1

# All compounds of this part, previewed entries included:
SMILES,Polio RdRp inh,Polio RdRp inh FP z-score
CCN(CC)P1(=S)c2c(C)nn(CCC#N)c2N=C(c2ccc(F)cc2)N1C (stereo not given),102,-0.1
CC(C)C(NS(=O)(=O)c1cccc2nsnc12)C(=O)NCc1ccco1 (stereo not given),104,0.9
O=C(NCC(c1ccco1)N1CCCCC1)c1ccc2c(=O)n3c(nc2c1)CCCCC3 (stereo not given),103,0.2
Cc1cc2[nH]c(=O)c(=O)[nH]c2cc1S(=O)(=O)N1CCN(c2cccc(C)c2C)CC1,99,-1.7
COc1ccc(-c2cc(C(N)=O)c3ccccc3n2)cc1,102,0.1
CCN(CC)c1ccc(NC(=O)CSc2nnc(C)c(=O)[nH]2)cc1,97,-2.6
CCOc1ccccc1CNC1CC(C)(C)NC(C)(C)C1,105,0.2
CCCCNC(=O)c1ccccc1NC(=O)CN(c1ccccc1)S(=O)(=O)N(C)C,109,0.5
Cc1ccsc1-c1nc(CSCC(=O)NCc2cccnc2)c(C)o1,100,-0.3
CC12CN3CN(C1)CC(C)(C3)C2=O,101,-0.2
Cc1cc(Nc2cccc(C(F)(F)F)c2)nc2ccc(NC(=O)c3ccc(N(C)C)cc3)cc12,105,0.1
CC(C)c1nnc(NC(=O)CC(NC(=O)c2ccccc2)c2ccccc2)s1 (stereo not given),100,-0.6
Clc1nc(Cl)nc(NCc2ccccc2)n1,95,-1.9
O=S(=O)(c1ccc(C2CCCCC2)cc1)N1CCn2c(nc3ccccc32)C1,103,0.5
Cc1ccc(NC2SC(=O)NC2=O)c(C)c1 (stereo not given),100,-0.2
Cc1c(C(=O)OCc2cc(=O)n3ccsc3n2)sc2nc3n(c(=O)c12)CCC3,97,-0.4
Cc1cc(C)cc(OCC(=O)Nc2nonc2-c2ccc(Br)cc2)c1,101,-0.9
Cn1c(=O)c2sccc2n2c(CCC(=O)Nc3ccccc3)nnc12,102,0.1
CCOC(=O)c1ccc2[nH]c3c(c2c1)CCCC3NC=O (stereo not given),104,0.6
Cc1ccc(NC(=O)c2ncn(-c3ccccc3)n2)c(Cl)c1,106,0.2
CCOC(=O)C1CCN(CC(=O)Nc2cccc3cccnc23)CC1,100,-0.3
CCCCn1cnc2cc(NCc3ccc(Br)cc3)ccc21,97,-2.6
COC(CNC(=O)c1ccc2nc(-c3ccccc3)c(-c3ccccc3)nc2c1)OC,103,0.4
CC(OC(=O)C1CCN(c2ccc(C(F)(F)F)cn2)CC1)C(=O)Nc1cccc(C#N)c1 (stereo not given),102,-0.1
CCN(CC)C(=O)C1CCCN(Cc2ccccc2)C1 (stereo not given),104,0.6
CCN1c2ccccc2-c2nc(SCC(=O)Nc3cc(F)ccc3F)ncc2S1(=O)=O,113,0.4
Cc1cc2c(cc1C)NC(C(F)(F)F)=CC(c1cccs1)=N2,102,0
COc1cc(Cc2nnc(C(=O)NC(C)C)o2)cc(OC)c1OC,100,-0.7
O=C(Cn1[nH]c(=O)c2ccccc2c1=O)NCc1ccncc1,103,0
COCCCn1c(=N)c(C(=O)NC2CCCCC2)cc2c(=O)n3ccccc3nc21,116,0.8
COc1ccc(N2CCN(C(=O)C3CCN(c4nc5ccc(C)cc5[nH]4)CC3)CC2)cc1,109,0.4
O=C(OCc1cc(=O)n2ccsc2n1)c1ccc(NS(=O)(=O)c2ccc3c(c2)OCCO3)cc1,100,-0.6
Cc1occc1C(=O)N/N=C/c1ccc(C(C)(C)C)cc1,100,-0.3
O=C(c1ccccc1Br)N1CCC(c2nc3ccccc3o2)CC1,107,0.4
O=C(COc1ccc2c(-c3ccccc3)cc(=O)oc2c1)c1ccccc1,102,-0.1
O=S(=O)(NCCNC/C=C/c1ccc(Br)cc1)c1cccc2cnccc12,100&99,0&0.1
CSc1ncc(C(=O)NCc2ccc(C)cc2)c(C)n1,109,0.5
Cn1c(=O)c2c(nc3n(-c4ccc(O)cc4)c(-c4ccc(Br)cc4)cn23)n(C)c1=O,109,1.2
COCCOC(=O)c1sc(=S)n(CCOC)c1N,80,-1.3
Cc1ccc(C(=O)N2CCc3cc(CNC(=O)COc4ccccc4)ccc32)cc1,108,0.4
Cc1nn2c(C)c(C(=O)Nc3ccccc3)cnc2c1C#N,103,0.4
CCN(CC)S(=O)(=O)c1ccc2c(c1)N(CC(=O)N1CCN(c3ccc(Cl)cc3)CC1)C(=O)CO2,108,0.4
CCOCCC(=O)N1CCN(C)CC1,100,-0.5
COc1ccc(CCNC(=O)c2cc(-c3ccccc3)nc3ccccc23)cc1OC,106,0.3
O=C(CCNc1ccc(Cc2ccncc2)cc1)c1ccco1,100,-1
c1ccc2sc(NC3=NCN(CC4CCCO4)CN3)nc2c1 (stereo not given),102,0.1
NC1=NC(=O)C(CC(=O)O)CS1 (stereo not given),106,0.3
Cc1c(C(=O)N2CCCCCC2)oc2ccccc12,103,0.6
Cn1c(CN)nnc1SCc1ccccc1,100,-0.7
O=C(CCS(=O)(=O)c1cccc2nonc12)Nc1ccc(F)cc1F,102,-0.8
Cc1ccc(C)c(NC(=O)CN(C)S(=O)(=O)c2ccc3c(c2)CCCC(=O)N3)c1,101,-0.3
COc1ccc(-c2csc(NCCCN(C)C)n2)cc1,105,1.1
O=C(c1ccccc1)c1ccc(C(=O)N2CCN(c3ccc(O)cc3)CC2)cc1,104,0.2
O=C(O)c1ccccc1C(=O)Nc1ccc(S(=O)(=O)Nc2nccs2)cc1,102&97,0.2&-0.5
COC(=O)c1cccc(Cn2nnc3sc4c(c3c2=O)CCC(C(C)(C)C)C4)c1 (stereo not given),112,0.8
CNc1nc2c(c(=O)n(C)c(=O)n2C)n1CC(O)COc1ccc(OC)cc1 (stereo not given),104,0
CCOC(=O)c1oc2ccc(Br)cc2c1COC(=O)C1CC2CCCC(C1)C2=O (stereo not given),101,-0.3
Cn1c(C(=O)N2CCCC(C(=O)N3CCc4ccccc4C3)C2)cc2sccc21 (stereo not given),103,0.8
CC(=O)NCCSc1nnnn1-c1ccccc1,104,0.3
CCN(Cc1ccncc1)C(=O)COc1ccccc1O,100,-0.5
# Next section:
SMILES,Polio RdRp inh,Polio RdRp inh FP z-score
O=C(Cc1cccc(F)c1)NC1CCOc2ccccc21 (stereo not given),100,-0.1
COc1ccc(OC)c(NC(=O)CSc2ccnc(=O)[nH]2)c1,108,0.5
COc1ccccc1CNC(=O)c1ccccc1OC,101,0.2
CCC1(C)NC(=O)N(/N=C/c2c(O)ccc3ccccc23)C1=O (stereo not given),107,0.6
O=C1Nc2ccccc2N(O)N1c1cc(-c2ccccc2)[nH]n1,99,-1
Cc1[nH]n(-c2ccccc2)c(=S)c1/C=N/c1nc(-c2ccccc2)cs1,99,-0.7
CC(C)(C)c1ccccc1OCC(=O)Nc1ccc(OCc2ccccc2)cc1,110,0.5
Nc1nc(C(F)(F)F)cc(=O)n1N,99,-0.5
Cn1nnc(C(O)CNCc2ccc(Cl)cc2)n1 (stereo not given),103,-0.2
CSc1ccc(-c2nnc(NC(=O)c3ccc4c(c3)OCCO4)o2)cc1,110,0.6
CCOc1ccc(-c2nc(C#N)c(N3CCCC3)o2)cc1,100,-0.2
CC1(C)CC(=O)C(C=Nc2ccc(S(N)(=O)=O)cc2)=C(O)C1,100,-0.1
O=c1/c(=C\c2ccccc2)sc2nncn12,98,-0.5
CNC(=O)c1n[nH]c(=O)c2ccccc12,100,-0.3
O=C(CC1SC(=NC2CCCCC2)NC1=O)Nc1ccccc1 (stereo not given),105,1.2
CC1=C(C(N)=O)C(c2ccco2)C(C#N)=C(SCC(=O)N2CCc3ccccc3C2)N1 (stereo not given),105,0.3
Cc1ccc(-c2nnc(SCC(=O)C(C)(C)C)n2N)cc1,103,0.3
Cc1ccc(C)n1-c1ccc(C(=O)OCc2nc3ccsc3c(=O)[nH]2)cc1,106,0.3
CC(C)Cn1c(-c2ccccc2)c[nH]c1=S,106,0.7
N#Cc1c(-c2cccs2)oc(-n2cccc2)c1-c1cccs1,102,0.1
CC(C)(C)C1CC(C(F)(F)F)n2nc(C(=O)O)cc2N1 (stereo not given),102,-0.1
CN(CCc1ccccn1)c1nc(C(F)(F)F)nc2ccccc12,98,-0.6
Cc1nc(=O)c(-c2ccccc2)c(C)n1-c1ccccc1,101,0
CCc1ccc(C2N=C(N)Nc3nc4ccccc4n32)cc1 (stereo not given),99,-1.1
CCOC(=O)CN1C(=O)COc2ccc(C)cc21,98,-0.7
Cc1c(C(=O)Nc2ccc(F)cc2F)sc2nc3n(c(=O)c12)N=C(c1ccccc1)CS3,105,-0.3
O=C(NC1CC(=O)N(c2ccccc2)C1)C(c1ccccc1)c1ccccc1 (stereo not given),107,0
COc1ccccc1N1CCN(C(c2cccs2)C(C)NS(=O)(=O)c2ccc(F)cc2)CC1 (stereo not given),100,-0.8
Cc1ccc(CNC(=O)CCSCc2ccccc2F)cc1,105,-0.7
COC(=O)c1ccccc1NC(=O)Cn1c(=O)cc(C)c2c(C)nn(C)c21,101,-0.4
Cc1cccc(CSc2ccc(-c3cccs3)nn2)c1,106,-0.1
COc1ccc(NC(=O)CN(C)S(=O)(=O)c2ccc3c(c2)CCC(=O)N3)c(OC)c1,104,-0.2
Cc1nn(Cc2ccc(F)cc2)c2sc(C(=O)Nc3ccc(S(=O)(=O)N4CCCC4)cc3)cc12,101,-0.3
Cc1nc2ccc(S(=O)(=O)CCC(=O)NCc3cccs3)cc2s1,103,0.1
COc1ccccc1NC(=O)CCS(=O)(=O)c1ccc2nc(C)sc2c1,109,0.4
C=CCn1c(SCC(=O)Nc2nnc(CC)s2)nnc1-c1cccs1,105,0.2
COc1cccc(C(CC(=O)Nc2sc3c(c2C#N)CCCC3)NC(=O)c2ccccc2)c1 (stereo not given),100,-0.6
COCCCNC(=O)Cn1c(=O)n(-c2ccc(C)c(C)c2)c(=O)c2c3c(sc21)CCCCC3,106,-0.1
COC(=O)C1=C(C)N(CC2CCCO2)C(=O)/C1=C\c1ccccc1 (stereo not given),100,0.1
Cc1ccc(-n2ncc(C(=O)NCCCN3CCc4ccccc4C3)c2C2CCN(C(=O)OC(C)(C)C)CC2)c(C)c1,97,-1.8
COc1ccc(-n2c(SCc3nc(-c4ccc(C)cc4)no3)nnc2-c2ccccc2)cc1,104,-0.7
O=C(CC1c2ccccc2Oc2ccccc21)NCc1ccco1,101,-0.2
CCOC(=O)C1=C(C)NC(C)=C(C(=O)OCC)C1C(=O)OCC(=O)N1CCc2ccccc2C1,105,0.1
COc1ccccc1Nc1ncnc2c1cnn2-c1ccccc1,104,1
O=C(O)COc1ccccc1/C=C1/C(=O)Nc2cc(Cl)ccc21,104,-0.3

# A section from further up:
SMILES,Polio RdRp inh,Polio RdRp inh FP z-score
Cc1cccc(CSc2ccc(-c3cccs3)nn2)c1,106,-0.1
COc1ccc(NC(=O)CN(C)S(=O)(=O)c2ccc3c(c2)CCC(=O)N3)c(OC)c1,104,-0.2

# Next records.
SMILES,Polio RdRp inh,Polio RdRp inh FP z-score
Clc1cccc2sc(N3CCCC3)nc12,102,0
NC(=O)c1csc(-c2cccnc2)n1,106,0.5
COc1ccc(CNC(=O)c2noc(C)c2CN2CCOCC2)cc1,101,0.1
CCOC(=O)/C=C1\SCC(=O)N1CC(=O)NC1CCCc2ccccc21 (stereo not given),107,1.1
COc1ccc(NC(=O)Cn2c(C)cc3ccccc3c2=O)c(OC)c1,107,0.4
COc1ccc(Cn2c(CO)cnc2SCc2ccccc2C)cc1,110,0.9
COc1ccc(S(=O)(=O)N(CC(=O)NCCSCc2ccccc2)c2ccc(C)cc2)cc1,103,-0.7
CCOc1ccccc1-c1nc(SCC(=O)c2ccc(OC)c(Br)c2)n[nH]1,112,1
CCCOC(=O)c1ccc(NC(=O)C2CC(=O)N(c3ccc(C)cc3)C2)cc1 (stereo not given),107,0.4
Cc1cccc(-c2nc3c(C#N)c[nH]n3c2NC2CCCCC2)c1,108,0.1
CCCN1CC=C2C(C#N)=C(N)C(C#N)(C#N)C(c3ccc(OCC(N)=O)cc3)C2C1 (stereo not given),92,-3
CCOC(=O)c1cc(S(=O)(=O)N2CCN(c3ccc(F)cc3)CC2)[nH]n1,110,0.6
CSc1ccccc1NC(=O)Cc1ccccc1,100,0.1
CN(CC(=O)Nc1sc2c(c1C(=O)c1cccs1)CCCC2)C1CCCCC1,102,0.1
Cn1cnc(S(=O)(=O)N2CCC(C(=O)N3CCN(c4ccc(Cl)cc4)CC3)CC2)c1,102,-1

# Rewritten as tab-separated lines: 4 of the compounds above.
canonical_smiles	Polio RdRp inh	Polio RdRp inh FP z-score
O=C(COc1ccc2c(-c3ccccc3)cc(=O)oc2c1)c1ccccc1	102	-0.1
O=S(=O)(NCCNC/C=C/c1ccc(Br)cc1)c1cccc2cnccc12	100&99	0&0.1
CSc1ncc(C(=O)NCc2ccc(C)cc2)c(C)n1	109	0.5
Cn1c(=O)c2c(nc3n(-c4ccc(O)cc4)c(-c4ccc(Br)cc4)cn23)n(C)c1=O	109	1.2

# Remaining list, next part:
SMILES,Polio RdRp inh,Polio RdRp inh FP z-score
Clc1cccc(-n2ncc3c(NCCCc4ccccc4)ncnc32)c1,105,-0.4
CCOc1ccccc1NC(=O)c1cccc(NC(=O)c2ccco2)c1,105,2.5
O=C(c1ccc2c(c1)N(Cc1ccccc1F)C(=O)c1ccccc1S2(=O)=O)N1CCN(c2ccccn2)CC1,108,0.3
Cc1c(C(=O)O)c2ccccc2n1C,102,0.1
O=C(CCC(=O)N1CCOc2ccccc21)N1CCOCC1,106,2.7
O=C(CN1C(=O)C(c2ccccc2)=NC12CCCC2)Nc1ccc(Cl)cc1,100,-0.8

# Only part of the results is shown (hit frequency here may not be typical).
